Screening results as filed in PubChem.
Neddyl block: blocks human cullin neddylation | P61081+Q13564 | TR-FRET cullin neddylation, biochemical | calls only at 25 µM | 0.58% of 360,000 active | AID 651699; in the data active means inhibition above about 36%
NadD inh: inhibitors of Staphylococcus aureus NadD; purified NadD enzyme, colorimetric absorbance read-out; inhibition, % at 20 µM; 0.78% of 360,000 active; AID 602399; in the data active means inhibition above about 26%; further: some compounds past the cut are filed as inactive
CendR NRP1 mod: NRP-1/CendR interaction modulation; FAM-RPARPAR peptide binding to NRP-1, fluorescence polarization; 0.85% of 360,000 active; O14786; inhibition, % at 25 µM;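 active means inhibition or corrected inhibition above about 18%, plus a signal ratio from 0.5 to 1.5, limit read from the data, passing the limit was not always enough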; further: strong numbers were not always called active
Scp1 inh: blocks human Scp-1 phosphatase activity; Recombinant Scp1, phosphopeptide, malachite green phosphate absorbance; inhibition, % at 20 µM; Q9GZU7; 0.88% of 340,000 active;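 active means inhibition above about 50% at 20 µM, limit read from the data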;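 further: plate controls were DMSO wells with enzyme for no effect and wells lacking enzyme for full effect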
Target sequence (Q9GZU7 76-261 limits assumed): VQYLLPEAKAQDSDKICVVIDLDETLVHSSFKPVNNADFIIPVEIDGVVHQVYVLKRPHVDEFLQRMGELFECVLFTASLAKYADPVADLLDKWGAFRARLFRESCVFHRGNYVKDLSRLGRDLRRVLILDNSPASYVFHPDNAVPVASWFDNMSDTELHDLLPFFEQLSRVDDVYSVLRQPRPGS
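Assay system: SCP-1 catalytic fragment, aa 76-261 | Buffer or medium: Tris acetate buffer pH 5.5 with MgCl2 and Tween-20 | Compound: One concentration, 20 µM, with 1.0% DMSO | Also added: Phospho 17-mer peptide substrate | Signal: Absorbance at 630 nm | Incubation: 45 min enzyme reaction at room temperature | Measure: % inhibition of SCP-1 phosphate liberation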
SKN-1 block: C. elegans SKN-1 inhibition; 0.49% of 360,000 active; C. elegans VP596 Pgst-4::GFP/RFP ratio, acrylamide-induced, 24 h; inhibition, % at 21.8 µM;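 active means interference check ratio from 0.5 to 1.5 plus GFP to RFP signal ratio inhibition reaching or exceeding a fixed threshold, cut at about 30% in these data, passing the limit was not always enough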; further: some compounds called inactive have numbers as strong as hits
SUMO1 PPI mod: modulators of human SUMO1-mediated protein-protein interactions. P63165. SUMO1 binding to a labelled peptide, TR-FRET, 1 h. inhibition, % at 20 µM. 0.33% of 360,000 active. AID 602429; in the data active means inhibition above about 37%
Target sequence (P63165 whole entry, looked up): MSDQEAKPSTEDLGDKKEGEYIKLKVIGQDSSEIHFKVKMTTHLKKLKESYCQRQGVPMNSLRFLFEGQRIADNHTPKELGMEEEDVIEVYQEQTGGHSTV
TbMetRS inhib: Trypanosoma brucei MetRS inhibition | purified T. brucei MetRS, ATP depletion, Kinase-Glo luminescence | inhibition, % at 11.9 µM | 0.4% of 360,000 active;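 active means inhibition above a per-plate cutoff of the control wells' mean inhibition plus 3 SD, cut at about 5.5% in these data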;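 further: 0% = DMSO wells median and 100% = median of wells with control inhibitor compound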
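Dosing: 11.9 µM single point; system: parasite MetRS enzyme; technique: luminescence of leftover ATP; times: 15 min enzyme-compound preincubation, 2 h reaction, 10 min detection, 25 °C; replicates: each compound tested once; read-out basis: percent inhibition relative to median high and low control wells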
LMPTP inh: LMPTP (human) inhibition; recombinant LMPTP-A, OMFP fluorogenic substrate, fluorescence intensity; 0.22% of 360,000 active; inhibition, % at 20 µM;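 active means compounds that cut the enzyme signal by at least half of the control window in the single-dose screen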;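 further: plate controls were DMSO wells with enzyme plus substrate for no effect and substrate without enzyme for full effect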
Target sequence (P24666 whole entry, looked up): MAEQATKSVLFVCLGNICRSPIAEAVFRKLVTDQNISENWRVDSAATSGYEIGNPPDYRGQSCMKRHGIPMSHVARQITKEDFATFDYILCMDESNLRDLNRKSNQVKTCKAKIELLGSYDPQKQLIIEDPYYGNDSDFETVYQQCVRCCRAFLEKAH
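Assay system: LMPTP-A, protein tyrosine phosphatase of low molecular weight / Medium: pH 6.0 Bis-Tris buffer with DTT and Triton X-100 / Schedule: 50 min enzyme reaction at room temperature, protected from light / Measured by: endpoint fluorescence intensity from OMFP dephosphorylation / Read-out basis: % inhibition relative to no-enzyme and uninhibited control wells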
STEP block: inhibitors of human striatal-enriched phosphatase STEP. P54829. recombinant STEP, OMFP fluorogenic substrate, fluorescence. AID 588621. inhibition, % at 20 µM. 0.25% of 360,000 active;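 active means inhibition at 20 µM, scaled per plate between control wells, above about 37%, limit read from the data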;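 further: 0% = DMSO with enzyme and substrate and 100% = substrate only without enzyme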
Target sequence (P54829 whole entry, looked up): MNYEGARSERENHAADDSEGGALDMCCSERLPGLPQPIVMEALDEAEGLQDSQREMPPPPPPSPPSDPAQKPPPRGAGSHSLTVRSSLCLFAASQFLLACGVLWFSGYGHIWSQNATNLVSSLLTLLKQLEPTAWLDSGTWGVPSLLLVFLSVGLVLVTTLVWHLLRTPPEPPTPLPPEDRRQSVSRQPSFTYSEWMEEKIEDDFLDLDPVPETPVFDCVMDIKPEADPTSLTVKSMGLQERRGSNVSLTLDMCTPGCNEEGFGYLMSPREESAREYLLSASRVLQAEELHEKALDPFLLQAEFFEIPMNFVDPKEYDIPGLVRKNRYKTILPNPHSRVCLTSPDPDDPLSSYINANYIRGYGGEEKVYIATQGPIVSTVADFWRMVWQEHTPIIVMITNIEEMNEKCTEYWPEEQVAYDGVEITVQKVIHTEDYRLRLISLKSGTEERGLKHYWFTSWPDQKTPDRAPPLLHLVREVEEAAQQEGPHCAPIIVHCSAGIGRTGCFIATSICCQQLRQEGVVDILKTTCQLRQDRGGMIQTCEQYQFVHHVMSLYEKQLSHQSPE
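Material: STEP (striatal-enriched tyrosine phosphatase) enzyme, cell-free; Compound dosing: 20 µM single dose in 1% DMSO; Technique: fluorescence read at 480 nm ex / 540 nm em; Times: reaction 20 min, ambient temperature; Medium: 50 mM Bis-Tris pH 6.0 with 2.5 mM DTT and 0.005% Tween 20; Also added: OMFP at 25 µM.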
DNMT1 block: DNMT1 (human) enzyme inhibition; P26358; DNMT1 molecular beacon, Hinp1I cleavage, fluorescence; inhibition (reported as % activation of signal), % at 10 µM; 0.83% of 360,000 active; in the data active means inhibition above about 50%
Numbers without * were called inactive; i = inactive; · = not tested or not shown.

SMILES	Neddyl block	NadD inh	CendR NRP1 mod	Scp1 inh	SKN-1 block	SUMO1 PPI mod	TbMetRS inhib	LMPTP inh	STEP block	DNMT1 block
O=C(N/N=C/c1coc2ccccc2c1=O)c1ccccc1Br	i	0	-5	-3	6	-1	-1.1	-0.9	3	10
Cc1nc(N2CCOCC2)c2cc(-c3ccccc3)sc2n1	i	-4	14	-10	11	-4	-1.2	-1.4	1	0
Cc1nn(C)c(C(=O)N/N=C/c2cccnc2)c1Br	i	0	-6	2	-2	-2	-0.4	-0.7	-2	1
CC(C)c1ccc(/C=C2\NC(=O)NC2=O)cc1	i	12	-4	14	0	-32	-0.3	-1.4	-2	0
COc1cc(C(=O)NCCNc2nc3cc(C)ccc3cc2C#N)cc(OC)c1OC	·	-3	2	-5	5	5	-0.4	-0.8	-2	-1
O=C(NC(=S)Nc1ccc(N2CCCCC2)c(Cl)c1)c1cccs1	i	-4	-11	-7	15	0	-0.3	0.2	7	-7
Cc1cnc(NC(=O)CSc2nnc3ncccn23)s1	i	6	-1	-5	12	5	-0.2	-1.1	-2	1
O=C(c1ccc(Cl)c([N+](=O)[O-])c1)N(c1ccccn1)c1ccccn1	i	-3	4	-4	-4	-13	-0.8	-1.7	-3	1
COc1ccc(OC)c(/C=N/n2c(C)nc3ccccc3c2=O)c1	i	-10	-5	-11	-1	-3	-0.5	-0.3	-2	1
Cc1nn(C)c(C)c1NC(=O)C12CC3CC(CC(C3)C1)C2	i	5	3	-9	-2	5	-0.4	-2.6	-1	10
COc1ccc(-c2cc(C3CC3)nc3sc(C#N)c(N)c23)cc1	·	-4	-2	-2	12	-15	-0.3	4.8	-2	-6
O=C(COC(=O)c1ccc2c(c1)OCCO2)NCCc1ccc(F)cc1	i	2	6	-5	10	3	0.1	0.0	0	1
Cc1c(C(=O)N2CCN(C(=O)c3ccco3)CC2)oc2c(Cl)cccc12	i	0	16	1	15	2	0.1	-0.4	-3	-1
Cc1ccc(Cn2c(=O)sc3ccccc3c2=O)cc1	i	-6	-4	-10	-3	7	-0.6	3.6	2	-10
COC(=O)c1ccc(S(=O)(=O)N2CCC(C(N)=O)CC2)n1C	i	1	-1	8	8	3	-1.0	0.1	-2	6
CS(=O)(=O)c1nc(S(=O)(=O)c2ccc(Cl)cc2)c(NCc2ccccn2)s1	i	-1	-10	-6	-6	1	-0.1	-2.4	-1	2
O=C(O)/C=C\C(=O)Nc1ccc(N2CCN(c3cccc(Cl)c3)CC2)cc1	i	11	-7	-3	1	2	0.1	0.8	-5	-6
COc1cc(NC(=O)Cn2cnc3ccccc3c2=O)c(OC)cc1Cl	i	-4	2	10	11	2	-0.2	-2.1	2	0
CCCCn1c(=N)n(CC(O)c2ccccc2)c2ccccc21 (stereo unspecified)	i	-5	6	3	3	4	-0.2	0.3	-2	0
CN=C(Nc1cccnc1)c1cccc(C(F)(F)F)c1	i	-7	8	-12	14	-4	0.5	-1.9	2	1
Cc1nc2ccccn2c1C(=O)N/N=C/c1ccc(CNC(=O)C(=O)Nc2ccccc2)o1	i	13	-14	7	-1	-12	1.0	2.8	4	7
O=C(OCC(=O)N(C1CCCCC1)C1CCCCC1)c1ccccc1O	i	-4	4	-10	5	6	0.0	3.8	4	1
CCC1(c2ccc(F)cc2)NC(=O)N(CC(=O)Nc2ccc3c(c2)OCCO3)C1=O (stereo unspecified)	i	1	4	-5	-4	4	-0.3	0.0	-3	2
N=c1n(CC(=O)c2ccc([N+](=O)[O-])cc2)c2ccccc2n1Cc1ccccc1	i	16	-95	6	15	-20	0.3	3.0	-2	6
CCc1cc(=O)oc2cc3oc(C)c(C)c3cc12	·	0	3	-7	-8	0	-0.1	1.0	0	-2
COCCSc1nnc(NC(=O)CCS(=O)(=O)Cc2ccccc2)s1	i	-7	9	-2	-7	-2	-0.6	-0.2	0	1
CN(CCCn1ccc(NC(=O)OCc2ccccc2)nc1=O)Cc1ccco1	i	2	0	·	-10	5	-0.6	-1.7	3	7
CCOc1ccccc1C(=O)NCCCCNC(=O)c1ccccc1OCC	i	-5	5	-13	-21	4	-0.8	0.0	-2	-1
Cc1ccc(Cl)cc1NC(=O)Nn1cnnc1	i	-4	-13	-6	13	2	-0.3	-1.1	-1	-1
COC(=O)c1nc[nH]c1[N+](=O)[O-]	i	0	11	-4	12	-6	-0.1	0.3	3	3
C=CCn1c(=O)c(C(=O)Nc2ccccc2C)c(O)c2ccccc21	i	-6	5	-4	6	-1	-1.6	-2.0	-1	0
COc1ccc(C(CNS(=O)(=O)c2cccc(F)c2)N2CCCC2)cc1 (stereo unspecified)	i	-2	10	0	-6	-11	-0.1	2.1	-1	-1
O=C(Nc1ccc(Cl)c(Cl)c1)N(CCCN1CCOCC1)Cc1cccnc1	i	-2	6	-16	4	0	-0.1	-2.0	7	1
CC1(C)OC(=O)C2=C(C[C@@H](C3CCCCC3)O[C@@H]2c2ccc(Cl)cc2)O1	i	1	-10	·	10	6	-0.7	2.4	·	·
Clc1ccc(CON/C=N/c2ncnc3sccc23)c(Cl)c1	i	8	3	-3	12	2	0.3	2.9	1	-5
Cc1ccc(CNC(=O)CSc2nc(=O)n3ccccc3n2)cc1	i	3	-2	0	10	-2	-0.3	-0.9	-1	5
O=C(CN1CCN(Cc2ccccc2)CC1)NC(=O)NCc1ccco1	i	-5	0	-5	-4	-5	-0.8	0.2	-1	1
CC(=O)c1cccc(OC(=O)Oc2cccc(C(C)=O)c2)c1	i	2	-8	7	-26	15	-0.5	1.7	1	6
O=C(CSc1ncccn1)N1CCN(Cc2ccccc2)CC1	i	7	2	-5	-11	-2	0.0	-2.3	-7	-2
CN1CCN(C=NC2=NN(c3cccc(C(F)(F)F)c3)CC2)CC1	i	0	-1	-4	8	-3	0.2	-5.0	2	-5
COC(=O)c1ccccc1NC(=O)CSc1nnc(C(CO)NC(=O)c2ccccc2Cl)n1C (stereo unspecified)	i	-2	-9	3	3	-1	-1.2	0.8	-2	-1
O=C(O)C1CCN(C(=O)CSc2nc3ccccc3c(=O)n2-c2ccc(Cl)cc2)CC1	i	-2	-3	-10	-1	1	-0.8	-1.1	0	2
FC(F)(F)c1ccc(CSc2nccn2-c2ccccc2)cc1	i	3	-4	4	-12	-3	-1.6	0.9	1	-4
CC(Oc1ccc(Cl)cc1)C(=O)Nc1ccccc1C(=O)N1CCOCC1 (stereo unspecified)	i	-1	-6	5	-3	-1	-0.2	-1.8	0	2
S=C(NCCc1ccccc1)N1CCn2cccc2C1c1ccncc1 (stereo unspecified)	i	-5	-9	-1	12	-2	-0.4	-1.2	-3	1
C=CCc1c(C)nc(SC(C)C)[nH]c1=O	i	3	3	6	19	0	-0.1	0.2	-1	-6
CCCS(=O)(=O)c1c(S(=O)(=O)CCC)c2ccc(C(N)=O)cn2c1C(=O)c1ccccc1	i	-5	-4	-8	7	0	-0.3	-0.2	0	3
CCC(C(=O)OCn1nnc2ccccc2c1=O)c1ccccc1 (stereo unspecified)	i	-9	-3	-15	-5	0	-0.2	-1.1	-2	2
O=C(NCCCN1CCCCC1)C1CC(=O)N(CCc2ccccc2)C1 (stereo unspecified)	i	-2	18	10	4	2	-0.1	-3.1	-2	-1
Cc1cc(C)n(Cc2ccc(C(=O)O)o2)n1	i	-5	-1	-10	8	0	-1.0	-1.9	0	0
Cc1cc(C)n(Cc2ccc(C(=O)NCc3ccco3)o2)n1	i	-2	-6	4	36*	1	-0.7	-2.0	-6	3
CCc1ccc(/C=C2\Oc3cc(OS(C)(=O)=O)ccc3C2=O)cc1	i	2	0	-10	-1	-21	0.2	1.3	0	-4
Cc1ccc(S(=O)(=O)N(C)C)cc1NC(=O)COC(=O)CCNS(=O)(=O)c1ccccc1	i	-1	-2	-4	10	0	-0.4	-0.1	-2	1
COc1ccc(CNS(=O)(=O)c2csc(C(N)=O)c2)cc1OC	i	0	-2	3	-4	-4	-0.9	-1.3	-1	0
c1ccc2[nH]c(CCCCCc3nc4ccccc4[nH]3)nc2c1	i	-5	-4	·	-8	-5	3.8	13	-1	2
Oc1ccc(Nc2nc3ccccc3nc2Nc2ccc(O)cc2)cc1	i	5	-94	60*	1	5	0.7	3.5	-3	-16
O=C(CN1N=C(c2ccccc2)CCC1=O)NCCN1CCc2ccccc2C1	i	-2	-12	-8	13	0	-0.1	0.5	-4	5
Cc1ccc2c(c1)N(CCC(=O)NCc1ccco1)C(=O)CO2	i	1	4	-4	5	-3	-0.7	-1.3	-2	5
O=C(CCc1nc(-c2ccccc2F)no1)NCCN1CCOCC1	i	3	-4	0	-29	2	-1.1	-3.1	-9	-2
Cc1ccc(C2CC(=O)C(C=NCCN3CCN(C(=S)Nc4ccc(F)cc4)CC3)=C(O)C2)cc1 (stereo unspecified)	i	13	-6	-4	5	-1	-0.3	-0.4	-5	1

Another view of 2 compounds above:
c1ccc2[nH]c(CCCCCc3nc4ccccc4[nH]3)nc2c1
  Neddyl block: i
  NadD inh: -5
  CendR NRP1 mod: -4
  Scp1 inh: ·
  SKN-1 block: -8
  SUMO1 PPI mod: -5
  TbMetRS inhib: 3.8
  LMPTP inh: 13
  STEP block: -1
  DNMT1 block: 2
Cc1cc(C)n(Cc2ccc(C(=O)NCc3ccco3)o2)n1
  Neddyl block: i
  NadD inh: -2
  CendR NRP1 mod: -6
  Scp1 inh: 4
  SKN-1 block: 36*
  SUMO1 PPI mod: 1
  TbMetRS inhib: -0.7
  LMPTP inh: -2.0
  STEP block: -6
  DNMT1 block: 3

Later entries.
SMILES	Neddyl block	NadD inh	CendR NRP1 mod	Scp1 inh	SKN-1 block	SUMO1 PPI mod	TbMetRS inhib	LMPTP inh	STEP block	DNMT1 block
O=C(COC(=O)c1ccc(S(=O)(=O)N2CCOCC2)cc1)Nc1ccccc1F	i	-2	7	-2	5	0	-0.4	-1.1	0	6
CC(=O)c1c(C)cc(C)c(CSc2nnc(-c3ccco3)o2)c1C	i	-6	7	-11	-11	0	0.1	0.1	1	-5
Cc1ccc(NC(=O)c2ccc(F)cc2)nc1	i	0	-4	-1	6	6	-0.6	0.5	0	1
COCCNc1cc(C)nc2c3c(C)cc(C)nc3nn12	·	3	4	-2	8	3	0.4	1.4	2	-5
Cc1ccc(-c2c[n+](CC(=O)c3cccs3)c3n2CCC3)cc1	i	-1	0	-13	21	-9	0.0	8.1	0	0
NC(=O)NN=C(C1CC1)C1CC1	i	0	-6	-12	14	18	-0.4	-2.7	-3	2
COCCNC(=O)C(c1ccc(F)cc1)N(C(=O)CCC(=O)Nc1ccccn1)c1ccc(C)cc1 (stereo unspecified)	i	-3	-4	-5	12	-2	0.0	-1.2	0	-1
CCN(CC(=O)NCC1CCCO1)S(=O)(=O)c1ccc(Cl)cc1 (stereo unspecified)	i	-5	5	4	1	2	-0.9	-1.6	-3	3
